# Redox H2O2 prof: compounds producing H2O2 with reducing agent – biochemical, NIH compound library profiling, artefact control for MLSCN library redox annotation, primary screen. DTT-dependent redox cycling H2O2, phenol red/HRP absorbance; 100% = 100 µM peroxide control, 0% = buffer. activation, % at 10 µM. 0.03% of 200,000 active;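 active = activation of at least 50% relative to the plate's high and low controls in the primary single-dose screen; inactive = activation below 50%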;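 also: compound incubated with DTT at 0.8 mM final as the reducing agent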
# PMI activator: activators of human phosphomannose isomerase; P34949; purified human PMI, coupled resazurin fluorescence, 20 min; hits give high values; 1 = vehicle control, 0 substrate-free wells; activation factor at 20 µM; 0.005% of 190,000 active; AID 1214;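 active = activation factor of 2 or more at 20 µM, relative to plate controls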
# Target sequence (P34949 whole entry, looked up): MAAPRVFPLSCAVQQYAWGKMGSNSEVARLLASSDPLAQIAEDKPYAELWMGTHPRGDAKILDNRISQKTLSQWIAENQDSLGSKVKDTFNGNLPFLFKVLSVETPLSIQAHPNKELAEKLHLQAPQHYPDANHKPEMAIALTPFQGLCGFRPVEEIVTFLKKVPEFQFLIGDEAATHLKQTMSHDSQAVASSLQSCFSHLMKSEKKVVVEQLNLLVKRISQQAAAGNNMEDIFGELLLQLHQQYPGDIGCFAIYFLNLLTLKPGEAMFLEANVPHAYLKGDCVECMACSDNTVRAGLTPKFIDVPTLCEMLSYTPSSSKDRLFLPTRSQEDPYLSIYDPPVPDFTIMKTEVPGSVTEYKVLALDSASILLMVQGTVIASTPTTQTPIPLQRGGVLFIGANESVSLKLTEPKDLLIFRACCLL
# Diaphorase inh: diaphorase inhibition or chemical oxidation counter-screen; diaphorase resazurin-to-resorufin fluorescence, NADH, 16 min; bacterial (C. kluyveri) enzyme, not human; inhibition, % at 20 µM; 0.69% of 190,000 active; AID 1217;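 active = primary screen inhibition at 20 µM above a set limit, cut at about 50% in these data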;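 also: plate controls were DMSO with full reaction for no effect and wells lacking NADH for full effect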
#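 System: Diaphorase enzyme from Clostridium kluyveri | Amount: Enzyme working solution with 0.14 U/mL diaphorase | Benchmarks: No-NADH positive control and DMSO neutral control | Signal: Fluorescence of resorufin formed from resazurin, Ex 544/Em 590 nm | Schedule: 16-min room-temperature incubation before reading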
# Hsp70 activator: switches on Hsp70 transcription. 0.04% of 200,000 active. activation, % at 10 µM. HeLa Hsp70 promoter luciferase reporter, luminescence; scaled: vehicle 0, proteasome-inhibitor control 100%. AID 1203;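 active = activation above the mean across all tested compounds plus 3 SD, cutoff set per campaign, cut at about 5.5% in these data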;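 also: 100% = MG132 at 30 µM as the positive control and 0% = DMSO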
# PMI act satM6P: activators of human phosphomannose isomerase at near-saturating mannose 6-phosphate; P34949; coupled PMI enzyme assay, resazurin fluorescence, 20 min; hits give high values; 1 = untreated enzyme, 0 = substrate-free blank; AID 1216; 0.34% of 190,000 active; activation factor at 20 µM;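 active = activation factor of 2 or more at 20 µM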
#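 assay system = human phosphomannose isomerase with PGI, G6PDH, diaphorase coupling enzymes | quantity = 15 ng/mL PMI | incubation = enzyme reaction with compound 20 min at room temperature | medium = HEPES pH 7.4 buffer with MgCl2 and Tween-20 | compound dosing = one concentration, 20 µM, in 1% DMSO | measured by = Diaphorase-driven resazurin-to-resorufin fluorescence, excitation 544, emission 590 nm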
# S1P3 antag: S1P3 (human) receptor antagonism; Q99500; CHO S1P3 NFAT-BLA reporter, FRET fluorescence, antagonist mode; inhibition, % at 4.98 µM; 0.27% of 170,000 active;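 active = inhibition above the plate cutoff, the mean inhibition of test wells on that plate plus 3 SD, cut at about 28% in these data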;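 also: cells challenged with S1P at its EC80 of 0.8 µM; blue over green emission ratio from cleaved BLA substrate after 4 h stimulation; 0% = S1P-stimulated wells and 100% = unstimulated DMSO-only wells; some compounds past the cut are filed as inactive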
# Target sequence (Q99500 whole entry, looked up): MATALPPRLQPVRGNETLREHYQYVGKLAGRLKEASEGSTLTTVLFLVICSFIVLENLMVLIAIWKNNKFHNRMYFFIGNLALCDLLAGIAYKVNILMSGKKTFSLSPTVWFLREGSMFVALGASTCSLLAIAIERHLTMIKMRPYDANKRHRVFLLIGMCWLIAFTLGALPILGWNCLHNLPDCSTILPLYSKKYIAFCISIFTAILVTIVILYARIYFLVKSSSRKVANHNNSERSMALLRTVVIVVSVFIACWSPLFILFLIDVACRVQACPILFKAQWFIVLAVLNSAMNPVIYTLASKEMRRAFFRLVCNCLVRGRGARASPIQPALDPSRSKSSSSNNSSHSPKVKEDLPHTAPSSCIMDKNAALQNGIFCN
# Lmaj promast: inhibitors of Leishmania major promastigote growth; Leishmania major promastigotes, resazurin fluorescence viability; 9% of 200,000 active; inhibition, % at 10 µM;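 also: promastigotes grown with compound for 44 hours at 28 °C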
# RAM network inh: inhibitors of the yeast RAM network. 1.8% of 190,000 active. S. cerevisiae dse1pr::URA3 reporter, 5-FOA growth OD615, 2 d; analog-sensitive cbk1-as2 kinase mutant strain. AID 868. inhibition, % at 50 µM;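 active = inhibition above a set limit, 3 SD over mean compound inhibition, cut at about 8.4% in these data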;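 also: 0% = DMSO-only wells with no growth and 100% = 10 µM 1-NA-PP1 full growth; inhibition rescues growth on 5-FOA so higher OD means more RAM inhibition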
# TLR4 MyD88 comp: blocks binding of human TLR4 to MyD88; O00206+Q99836; HeLa CL3-4 TLR4/MyD88 BLA complementation, FRET ratio; inhibition, % at 8.4 µM; 0.18% of 200,000 active; AID 861; in the data active = inhibition above about 25%;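 also: 0% = vehicle and 100% = reference inhibitor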
# G6PDH counter: L. mesenteroides G6PDH inhibition counter-screen | 0.12% of 200,000 active | AID 1020 | inhibition, % at 5 µM | Purified L. mesenteroides G6PDH, diaphorase/resazurin coupled fluorescence, 45 min
# Diaphorase act: counter-screen for diaphorase-based assays: diaphorase activators and chemical reducers. Diaphorase/resazurin coupled assay, resorufin fluorescence, 16 min; hits give high values; 1 = vehicle wells, 0 = NADH-free wells. activation factor at 20 µM. 0.005% of 190,000 active. AID 1229;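 active = diaphorase activity raised at least twofold by the compound at 20 µM; inactive = activation factor below 2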
#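 Material: purified diaphorase enzyme from Clostridium kluyveri / Medium: HEPES pH 7.4 buffer with MgCl2 and Tween 20 / Schedule: enzyme reaction of 16 min at room temperature / Measured by: resorufin fluorescence, excitation 544 nm, emission 590 nm / Evaluation: rise in resorufin formation, marking diaphorase activation or chemical reduction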
# * hit, by the source's call; . = not tested or not shown. Rule as the data show it, unless noted: active = inhibition above about 50%; inactive = the rest.
SMILES,Redox H2O2 prof,PMI activator,Diaphorase inh,Hsp70 activator,PMI act satM6P,S1P3 antag,Lmaj promast,RAM network inh,TLR4 MyD88 comp,G6PDH counter,Diaphorase act
O=C(COC(=O)c1cccc(C(F)(F)F)c1)NCc1ccc(Cl)cc1,-0.3,1,7,0.0,1.1,1,-5,3.8,9,1,0.9
CC(C)COc1nc2ccccc2c(=O)n1OCC(=O)O,-1.3,0.9,18,-0.3,0.9,.,-6,1.5,4,-20,0.8
O=c1nc2ccccc2c2n1CC(CN1CCN(c3ccc(F)cc3)CC1)N2 (stereo unspecified),1.6,1.2,24,-0.1,1.6,.,-1,1.2,4,-17,0.8
CCCNC(=O)c1cccc(Br)c1,4.2,1,2,-0.3,0.9,-12,-5,2.6,-16,3,1
CCCCCCCCCc1nc2sc3c(c2c(=O)n1NC(=O)c1ccc([N+](=O)[O-])cc1)CC(C)(C)OC3,0.2,0.8,21,-0.3,0.9,-9,-4,1.0,-19,13,0.8
COc1cc(NC(=O)CSc2nnc3c(n2)[nH]c2ccc(S(=O)(=O)NC(C)C)cc23)cc(OC)c1OC,0.5,0.9,9,-0.5,0.8,-1,-8,2.8,-9,-2,0.9
CC(Oc1ccccc1)c1ccnc2nc(N3CCOCC3)nn12 (stereo unspecified),-0.5,1,7,0.1,1,-11,16,0.6,9,0,0.9
COc1ccc(-c2n[nH]c(C)c2-c2ccc(Cl)cc2)c(O)c1,3.1,0.8,27,-0.3,0.9,.,46,0.3,-2,-1,0.7
COC(=O)c1sccc1NC(=O)CCC1CCCC1,0.1,0.9,14,-0.2,0.9,.,-2,0.8,3,1,0.9
CS(=O)(=O)N(CC(=O)NCc1ccco1)c1cc(C(F)(F)F)ccc1Cl,16,0.9,18,-0.5,0.9,6,-4,2.1,-4,2,0.8

# Fetched one by one from the entries so far (three):
SMILES,Redox H2O2 prof,PMI activator,Diaphorase inh,Hsp70 activator,PMI act satM6P,S1P3 antag,Lmaj promast,RAM network inh,TLR4 MyD88 comp,G6PDH counter,Diaphorase act
O=c1nc2ccccc2c2n1CC(CN1CCN(c3ccc(F)cc3)CC1)N2 (stereo unspecified),1.6,1.2,24,-0.1,1.6,.,-1,1.2,4,-17,0.8
CCCCCCCCCc1nc2sc3c(c2c(=O)n1NC(=O)c1ccc([N+](=O)[O-])cc1)CC(C)(C)OC3,0.2,0.8,21,-0.3,0.9,-9,-4,1.0,-19,13,0.8
COc1cc(NC(=O)CSc2nnc3c(n2)[nH]c2ccc(S(=O)(=O)NC(C)C)cc23)cc(OC)c1OC,0.5,0.9,9,-0.5,0.8,-1,-8,2.8,-9,-2,0.9

# Next results.
SMILES,Redox H2O2 prof,PMI activator,Diaphorase inh,Hsp70 activator,PMI act satM6P,S1P3 antag,Lmaj promast,RAM network inh,TLR4 MyD88 comp,G6PDH counter,Diaphorase act
O=C(CN(Cc1ccccc1)S(=O)(=O)c1ccccc1)N1CCOCC1,0.1,1,6,-0.2,1,.,-2,0.9,6,4,0.9
Cc1ccc(C2(c3ccc(C)cc3)NC(=O)N(Cc3c(C)noc3C)C2=O)cc1,-0.6,0.8,26,1.5,0.8,-35,4,2.4,-1,0,0.7
Cc1cc(N2C(=O)C3CC=CCC3C2=O)cc(C)c1Br (stereo unspecified),2.4,0.9,15,-0.2,0.9,13,-6,1.4,5,10,0.9
CCn1cc(C(=O)NCc2cccnc2)c(=O)c2cc(F)c(N3CCN(C(=O)c4ccco4)CC3)cc21,0.3,0.8,12,0.1,0.9,.,31,2.2,8,9,0.9
COc1ccc(S(=O)(=O)N(C(=O)c2ccncc2)c2ccc(OC(=O)c3ccncc3)cc2)cc1,-1.2,1.1,18,0.2,1,15,-3,1.0,-2,11,0.8
NC(=O)Cn1c(=O)n(CCC(=O)NCCSCc2ccccc2)c(=O)c2ccccc21,-0.1,1,6,0.0,1,-8,0,1.7,-24,0,0.9
NC(=O)Cn1cc(C(=O)c2cccs2)c2ccccc21,0.0,1.1,5,0.0,1.1,.,6,1.3,2,6,0.9
O=C(CCN1C(=O)c2ccccc2C1=O)C1=NN[C@@H]2C(=O)N(c3ccc(F)cc3)C(=O)[C@H]12,-0.5,1,5,-0.3,1,8,15,1.7,12,7,0.9
O=S(=O)(c1ccc(NC(=S)NN=C(Cc2ccccc2)Cc2ccccc2)cc1)N1CCOCC1,0.5,1,28,-0.2,1.2,-13,92*,7.2,8,2,0.7
O=[N+]([O-])c1ccc(N=Nc2ccc(O)cc2O)cc1,3.9,1,12,-0.1,0.9,.,9,2.5,5,2,0.9
CCC(=O)NNc1ncnc2c1cnn2C,0.0,1.1,-9,-0.2,1.1,3,-8,2.6,-6,12,1.1
CCC(C)[C@H](NC(=O)NCc1cccs1)C(=O)OC (stereo partly specified),1.3,1,10,-0.1,1.1,-8,5,-0.1,-14,-3,0.9
CCOC(=O)C1CCN(C(=O)COc2ccc(Br)cc2C)CC1,-0.3,1,13,-0.1,1,-1,-5,-0.9,11,5,0.9
Cc1cccc2nc(CSc3nncn3-c3ccccc3)cn12,2.4,1,17,0.2,1.1,-5,13,0.8,-26,1,0.8
COc1ccc(NC(=O)C2CCN(c3nc(C)nc4c3CCC4)CC2)cc1,.,0.9,10,.,0.9,-2,.,0.1,.,2,0.9
C/C(=N/Nc1ncc(C(F)(F)F)cc1Cl)c1ccncc1,-1.9,1,-7,-0.2,1,-18,8,1.4,2,6,1.1
O=C(O)Cn1cnc2ccccc2c1=O,0.0,1.1,7,-0.5,1.1,.,-8,1.3,-2,0,0.9
Cc1ccc(NC(=O)CSCC(=O)NC2CCCCC2)cc1,-0.1,1,2,-0.3,1,13,14,0.5,-2,7,1
CCn1nc(C)c(NC(=O)/C=C/c2ccc(OC)c(COc3ccc(Cl)cc3Br)c2)c1C,1.3,1,-10,0.0,1,.,15,0.2,-2,4,1.1
C=CCNC(=O)c1onc(CSc2ccccc2C)c1C(=O)O,18,1.1,1,-0.3,1.1,.,-8,2.6,1,-10,1
CCCCNC(=S)NNC(=O)c1nn(C)c(C)c1Cl,0.7,1,-11,-0.3,1,.,0,4.0,-1,4,1.1
CC1CCCCN1C(=O)Nc1cccc(C(F)(F)F)c1 (stereo unspecified),0.1,1.3,5,-0.3,1.2,0,10,-0.4,-5,10,1
Cc1ccc(N2C(=O)CN(Cc3cccs3)C2=S)cc1C,-1.1,1,10,-0.3,1,3,-3,2.5,0,3,0.9
O=C(O)c1ccc(N2C(=O)C3ON(c4ccccc4)C(c4ccccc4F)C3C2=O)cc1 (stereo unspecified),3.5,0.9,13,-0.2,1,-25,-8,0.4,2,6,0.9
CCCCC(CCC(=O)Nc1ccc(C(=O)OC)cc1)C(=O)O (stereo unspecified),0.7,1.1,2,-0.2,1,.,-9,0.5,5,3,1
Cc1cccc(N2C(N)=NC(N)=NC23CCCCC3)c1,0.9,1.1,-4,-0.5,1.1,-16,4,1.5,10,-2,1
O=C(Cn1nnc(-c2ccncc2)n1)NCCc1ccccc1,16,1,-7,-0.2,1,-26,-5,0.7,13,-5,1.1
S=c1[nH]nc(C2CCCCC2)n1/N=C/c1cccs1,1.7,0.8,17,-0.5,0.8,.,-8,3.2,3,20,0.8
Cc1ccc2c(c1)nnn2C1CCN(CC(=O)c2ccc(Cl)cc2)CC1,-1.2,1,4,-0.1,1,-21,-1,-0.3,-4,18,1
CC(C)CC(=O)NC1(C(F)(F)F)C(=O)N(CC(C)C)C2=C1C(=O)CC(C)(C)C2 (stereo unspecified),-0.6,1,8,-0.2,1,-4,-5,0.8,-11,2,0.9
COc1ccccc1NC(=O)Cn1cnc2c(oc3ccccc32)c1=O,-1.3,1,11,-0.1,1,-43,-7,1.8,5,-1,0.9
O=C(Nc1nccs1)C1CCCN1S(=O)(=O)c1cccc2cccnc12 (stereo unspecified),-0.8,1.1,3,-0.1,1,-13,-9,2.5,-1,20,1
COc1ccc2[nH]c(C)c(CCN(Cc3cccs3)C(=S)Nc3ccc(F)cc3)c2c1,0.0,0.6,34,-0.1,0.7,.,40,1.8,1,-22,0.7
c1ccc(Oc2nc(Oc3ccccc3)nc(N3CCOCC3)n2)cc1,1.4,0.9,8,0.0,1,-9,6,1.4,-6,-2,0.9
CCOc1ccc(NC(=O)C2CCC(CNc3c(N4CCOCC4)c(=O)c3=O)CC2)cc1 (stereo unspecified),-1.2,1,6,-0.4,1,.,-4,5.9,9,6,0.9
CCOCCCNC(=O)C(Cc1ccccc1)NC(=O)c1ccco1 (stereo unspecified),0.6,1,8,-0.5,0.9,-10,-5,0.3,0,16,0.9
COCc1ccc(CN2CCCC(CO)(Cc3ccccc3)C2)o1 (stereo unspecified),0.3,1,-15,-0.2,1.1,9,-4,1.9,6,15,1.1
CC1=C(C(=O)N2CCCCC2)C(c2cccs2)NC(=O)N1 (stereo unspecified),-0.7,1,18,0.1,1,-13,-2,0.5,3,-1,0.8
COc1ccc(N2CCN(C(=O)c3ccc(N4C(=O)NC5CC4(C)Oc4ccccc45)cc3)CC2)cc1 (stereo unspecified),1.0,0.9,16,-0.4,0.9,-15,2,-0.2,-3,2,0.8
C=CCNc1ncnc2ccccc12,0.7,0.9,20,-0.5,0.9,19,22,.,0,9,0.8
COc1ccccc1NC(=S)N(Cc1cccs1)C1CCCC1,-0.8,1.1,11,-0.1,1,-10,20,0.1,1,5,0.9
CCOC(=O)c1c(C)[nH]c(C)c1C(=O)COC(=O)/C=C/c1ccc(Cl)cc1,-0.5,0.8,27,-0.4,0.9,-2,4,12*,9,-14,0.7
Cc1ccc(-c2cc3nc(-c4ccccc4)cc(N4CCOCC4)n3n2)cc1,0.4,0.9,7,-0.4,0.9,.,-1,3.7,5,0,0.9
COC(=O)c1ccc2c(c1)C(=O)N(C1CCCCC1)C2=O,-2.3,1,0,-0.4,1.1,-7,-1,2.5,-3,6,1
CCC(=O)OC1CC(C)N(C(=O)c2ccccc2)c2ccc(C)cc21 (stereo unspecified),0.1,1,11,-0.1,1,.,2,-1.3,-1,14,0.9
COC(=O)Cn1cc(C(=O)C2CC2)c2ccccc21,-4.2,0.9,11,-0.2,0.9,-21,-2,1.0,0,-8,0.9
Cc1cc2ccccc2cc(C)c1=O,0.3,1,12,0.1,1,.,-1,0.0,-5,2,0.9
COc1ccc(C(=O)NCC2CCCO2)cc1 (stereo unspecified),0.5,1.1,-11,0.5,1,-2,7,-0.9,-4,8,1.1

# Assay outcomes (PubChem)
